Bioassay records from PubChem BioAssay.
RGS4 block = inhibitors of human RGS4; hit rate 0.45% among 310,000; B-score at 10 µM; P49798; HEK293 M3R/RGS4 inducible, Fluo-4 calcium flux; hits give high values; triggered by carbachol at its EC20;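 active = B-score, a plate-corrected calcium signal, over three deviations above library mean, with baseline fluorescence within five deviations of library mean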;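 note: RGS4 expression induced by doxycycline in cells with stable M3 receptor; B-score is computed from the integrated fluorescence ratio over baseline after carbachol; higher B-score means a larger calcium signal and so more RGS4 inhibition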
Target sequence (P49798 whole entry, looked up): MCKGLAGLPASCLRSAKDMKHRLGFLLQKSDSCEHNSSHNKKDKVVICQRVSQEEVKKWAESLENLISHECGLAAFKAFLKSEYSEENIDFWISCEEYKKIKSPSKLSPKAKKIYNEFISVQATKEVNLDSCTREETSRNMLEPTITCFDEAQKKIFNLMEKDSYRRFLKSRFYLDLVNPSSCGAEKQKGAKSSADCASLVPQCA
KCNK3 inh = human KCNK3 channel inhibition, primary screen. O14649. CHO-KCNK3 thallium flux, FluxOR fluorescence; hits give low values. B-score at 10 µM. hit rate 0.84% among 340,000. AID 602410;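 active = B-score under library mean minus 4 SD, starting fluorescence ratio at most library mean plus 5 SD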;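 note: more negative B-score means stronger inhibition of thallium flux through KCNK3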
Target sequence (O14649 whole entry, looked up): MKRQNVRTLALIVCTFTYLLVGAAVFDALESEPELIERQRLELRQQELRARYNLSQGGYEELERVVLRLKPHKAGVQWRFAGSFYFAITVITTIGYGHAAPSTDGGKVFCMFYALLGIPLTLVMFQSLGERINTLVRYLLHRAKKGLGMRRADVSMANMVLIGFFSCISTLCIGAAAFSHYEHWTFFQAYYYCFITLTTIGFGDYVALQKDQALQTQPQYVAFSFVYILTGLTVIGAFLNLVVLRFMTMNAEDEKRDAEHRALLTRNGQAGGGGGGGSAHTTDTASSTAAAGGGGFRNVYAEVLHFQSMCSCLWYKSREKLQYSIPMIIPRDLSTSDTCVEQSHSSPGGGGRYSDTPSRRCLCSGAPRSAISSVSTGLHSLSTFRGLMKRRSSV
KCNQ1 inh = human KCNQ1 channel inhibition; P51787; CHO-K1 KCNQ1, FluxOR thallium flux fluorescence; hits give high values; B-score at 10 µM; hit rate 1.3% among 310,000; AID 2642;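 active = compounds whose thallium flux B-score, printed positive for inhibition, exceeds three library SD while starting fluorescence stays within three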;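 note: channel opened by potassium depolarization with thallium stimulus after 20 min compound exposure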
TMEM16A act = activates or potentiates the mouse TMEM16A chloride channel. HEK293 TMEM16A/YFP-H148Q/I152L, iodide quench fluorescence; hits give low values. AID 623877. Q8BHY3. hit rate 0.3% among 340,000. B-score at 10 µM;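 active = fluorescence-ratio B-score plate-corrected deviation score at least 3 library SD below zero, with starting fluorescence score within 5 deviations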;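 note: channel opened by trigger with iodide after compound preincubation; score built on the fluorescence ratio of max minus min over baseline; more negative score means more quench and so TMEM16A activation or potentiation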
MrgX1 ag = activates human MrgX1 receptor signaling | B-score at 10 µM | MrgX1-HEK293 cells, Fluo-4 calcium fluorescence, agonist mode; hits give high values | hit rate 0.44% among 310,000 | Q96LB2;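 active = calcium response B-score plate-corrected fluorescence ratio at least 3 library SD, with starting fluorescence B-score inside 5 SD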
Target sequence (Q96LB2 whole entry, looked up): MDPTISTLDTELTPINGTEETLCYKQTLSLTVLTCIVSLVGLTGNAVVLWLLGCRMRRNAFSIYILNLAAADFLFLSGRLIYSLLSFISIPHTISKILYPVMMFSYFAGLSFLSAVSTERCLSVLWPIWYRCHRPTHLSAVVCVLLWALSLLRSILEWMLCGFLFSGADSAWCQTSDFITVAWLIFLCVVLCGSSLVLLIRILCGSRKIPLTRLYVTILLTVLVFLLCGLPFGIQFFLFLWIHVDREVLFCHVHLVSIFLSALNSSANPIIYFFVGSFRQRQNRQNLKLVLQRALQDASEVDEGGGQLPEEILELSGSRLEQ
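Assay system: stable human MrgX1 HEK293 cell line. Quantity: 15,000 cells per well. Schedule: cells plated overnight, dye loaded 0.5 h 37 °C, 0.5 h room temperature. Detection: Fluo-4 NW calcium-flux fluorescence, kinetic read. Read-out basis: peak-minus-minimum fluorescence over baseline, converted to B scores. Control set: positive and negative control wells on each plate.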
MrgX1 allo act = allosterically activates human MrgX1 receptor signaling | Q96LB2 | MrgX1-HEK293, Fluo-4 calcium flux, FDSS; hits give high values | B-score at 10 µM | hit rate 0.63% among 310,000;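 active = plate-corrected calcium response at least 3 library SD above typical, normal starting fluorescence, not activating the receptor alone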;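 note: compound read alongside a low EC10 to EC30 dose of BAM8-22 agonist; peak minus trough fluorescence over baseline measured at the second addition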
hERG protect = compounds protecting human hERG from proarrhythmic drug block. CHO-hERG, FluxOR thallium flux, dofetilide IC70 present. activation (rescue from dofetilide block), less the hit threshold, % at 10 µM. hit rate 0.51% among 310,000. AID 1511;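 active = activation above the mean of controls blocked by dofetilide plus 5 SD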;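 note: thallium influx through hERG after potassium depolarization seen as dye fluorescence rise; in these data hits start at about 4.7%; inactives centre near -7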
KCNQ1 pot = potentiators or activators of human KCNQ1 potassium channel | P51787 | CHO-K1 KCNQ1, thallium flux FluxOR fluorescence; hits give high values | B-score at 10 µM | hit rate 0.35% among 310,000;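 active = fluorescence ratio B-score, a plate-corrected score, at least three library SD, with initial intensity B-score within 5 SD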
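Medium – assay buffer, equal DMSO in all wells · Material – CHO-K1 cell line with stable KCNQ1 potassium channel expression · Signal – kinetic FluxOR thallium fluorescence, 10-s 1-Hz baseline, 110-s post-stimulus read · Compound – single concentration per compound, DMSO matched to controls · Schedule – 37 °C overnight plating, 90-min dark dye load, 20-min compound pretreatment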
TMEM16A inh = blocks the mouse calcium-activated chloride channel TMEM16A; Q8BHY3; hit rate 1.2% among 310,000; normalized B-score (activity score, 25-100; higher = stronger inhibition) at 10 µM; HEK293 TMEM16A/YFP iodide influx fluorescence, ionomycin;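 active = ratio plate-corrected score three or more library SD toward inhibition, starting fluorescence score within five deviations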;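 note: score derived from kinetic fluorescence span divided by baseline fluorescence per well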
RGS4 pot = RGS4 potentiation or activation; HEK293 M3R/inducible RGS4, carbachol calcium flux Fluo4; hits give low values; B-score at 10 µM; hit rate 0.92% among 310,000;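 active = B-score of the integrated calcium signal more than 4 SD below the library mean, with starting fluorescence not abnormally high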;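 note: negative B-score means reduced calcium response which marks RGS4 activation or potentiation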
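Assay system: HEK293 FlpIn-TREx cells, stable M3R, doxycycline-inducible RGS4 / Probe or stimulus: carbachol, ECmax concentration / Times: overnight RGS4 induction, 30 min dye load 37 °C, 20 min compound RT / Signal: kinetic calcium fluorescence imaging with Fluo4-AM dye, 2 µM / Measure: Agonist-evoked peak-minus-minimum fluorescence over baseline, integrated ratio, B score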
KCNK9 block = human KCNK9 channel inhibition; Q9NPC2; HEK293 KCNK9, FluxOR thallium flux fluorescence; hits give low values; B-score at 10 µM; hit rate 1.2% among 310,000; AID 488922;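 active = ratio B-score over 3 SD below the library mean, with starting fluorescence within 5 SD of its mean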;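 note: negative B-score means less thallium flux so channel inhibition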
The depositor's hits bear a star; i = inactive; / = no result given.

SMILES	RGS4 block	KCNK3 inh	KCNQ1 inh	TMEM16A act	MrgX1 ag	MrgX1 allo act	hERG protect	KCNQ1 pot	TMEM16A inh	RGS4 pot	KCNK9 block
Cc1ccc(NC(=O)CC(NCC2CCCO2)C(=O)O)cc1C (centres undefined)	i	i	i	i	i	i	-7	i	i	i	i
CCCn1c(SCC(=O)c2ccc3c(c2)OCCO3)nc2c1c(=O)n(C)c(=O)n2C	i	i	i	i	/	/	0	i	/	i	i
CN(C)/C=N/c1ncc(C(=O)OC(C)(C)C)s1	i	i	i	i	i	i	3	i	i	i	i
CCCCNC(=S)N/N=C/C1=CCC2CC1C2(C)C (centres undefined)	i	i	i	i	i	i	4	i	i	i	i
COC(=O)Cc1[nH]n(-c2nc3ccccc3s2)c(=O)c1C(C)=Nc1ccc(Cl)cc1	i	i	i	i	i	12*	-9	i	i	i	i
CCC(C)NC(=O)Cn1cccc1C(=O)c1ccccc1 (centres undefined)	i	i	i	i	i	i	-7	i	i	i	i
COc1ccc(NC(=O)CN(C)C(C)C(=O)NC(=O)NC2CCCCC2)cc1 (centres undefined)	i	i	i	i	i	i	-4	i	i	i	i
Cc1cccc2c3c([nH]c12)CCN(C)C3	i	i	i	i	i	i	-6	i	i	i	i
COc1ccc(Cc2nc3ccc(C(=O)N4CCOCC4)cc3o2)cc1	i	i	i	i	i	i	-4	i	i	i	i
Nc1nnc(-c2ccc(Cl)cc2)o1	i	i	i	i	i	i	-12	i	i	i	i
N#Cc1ccccc1N=Cc1ccc(Br)cc1	i	i	i	i	i	i	-5	i	i	i	i
CCc1ccccc1OCC(=O)OCC(=O)N1CC(=O)Nc2ccccc21	i	i	i	i	i	i	-17	i	i	i	i
Cc1ccc(S(=O)(=O)NC(=O)c2cc(C)n(-c3ccccc3)c2C)cc1	i	i	i	i	i	i	-10	i	i	i	i
COc1cc(NC(=S)NC(C)(C)C)c(OC)cc1Cl	i	i	i	i	i	i	-17	i	i	i	i
CCN(CC(=O)Nc1c(F)cccc1F)C(=O)c1cnccn1	i	i	i	i	i	i	-8	i	i	i	i
CCCCNCCOCCOc1ccc(C)cc1[N+](=O)[O-]	i	i	i	i	i	i	-10	i	i	i	i
CCCCOc1c(Br)cc(CNCCCN2CCOCC2)cc1OC	i	i	i	i	i	i	-8	i	i	i	i
O=C(NC1CCCCC1)c1ccc(Br)o1	i	i	i	i	i	i	-3	i	i	i	i
COc1cc(N/N=C/c2ccc(N(C)C)cc2)ncn1	i	i	i	i	i	i	-10	i	i	i	i
COC(OC)c1ccnc(-c2ccc(OC(=O)c3cccs3)cc2)n1	i	i	i	i	i	i	0	i	i	i	i
O=C(c1ccc(S(=O)(=O)c2ccccc2Cl)c([N+](=O)[O-])c1)N1CCCCCC1	i	i	i	i	i	i	-7	i	i	i	i
CC1CCN(CCCNC(=O)c2ccc3c(Cl)c4c(nc3c2)CCCC4)CC1	i	i	i	i	i	i	-17	i	i	i	i
CC(C)COc1ccc(CNC(=S)NCc2ccccc2)cc1	i	i	i	i	i	i	-7	i	i	i	i
O=C(Nc1ccccc1C(=O)N/N=C/c1ccc(F)cc1)c1ccccc1Br	i	i	i	i	i	i	-9	i	i	i	i
Cc1ccc(C)c(S(=O)(=O)N2CCN(C(=O)CCNC(=O)c3ccc(Br)cc3)CC2)c1	i	i	i	i	i	i	-13	i	i	i	i
Cc1ccc(N2CC(C(=O)Nc3nnc(SCC(=O)N4CCOCC4)s3)CC2=O)cc1 (centres undefined)	i	i	i	i	i	i	-6	i	i	i	i
O=c1oc2cc(OCCO)ccc2c2c1CCCC2	i	i	i	i	i	i	0	i	i	i	i
COc1ccc(-c2nnc(SC(C)C(=O)Nc3nccs3)n2Cc2ccccc2)cc1OC (centres undefined)	i	i	i	i	i	i	-17	i	i	i	i
CC(=O)N1N=C(c2cccs2)CC1c1cccs1 (centres undefined)	i	i	i	i	i	i	-6	i	i	i	i
CCc1ccc(NC(=O)C/C(C)=N/NC(=O)COc2ccccc2C)cc1	i	i	i	i	i	i	-8	i	i	i	i
CCc1nc2ccccc2c(C(=O)OCC(=O)NCCCN2CCCC2=O)c1C	i	i	i	i	i	i	2	i	i	i	i
Cc1ccc(C(=O)NC2CCN(C(=O)Nc3ccccc3)CC2)cc1	i	i	i	i	i	i	-7	i	i	i	i
CCOc1cc(CNC(C)(C)CO)cc(Br)c1OCc1ccc(Cl)cc1Cl	i	i	i	i	i	i	-28	i	i	i	-8.7*
Cc1csc(NC(=O)c2cc(C)oc2C)n1	i	i	i	i	i	i	-10	i	i	i	i
COc1ccccc1CC(NC(C)=O)C(=O)NC1CCN(C(=O)Nc2cccc(F)c2)CC1 (centres undefined)	i	i	i	i	/	/	-11	i	/	i	i
Cc1c(Cl)cccc1NC(=O)NCc1ccncc1	i	i	i	i	i	i	-9	i	i	i	i
Cc1ccc(-c2ccc(=O)n(Cc3cccc(Br)c3)n2)cc1	i	i	i	i	i	i	1	i	i	i	i
CCN(C(=O)COC(=O)/C=C/c1cnc2ccccc2n1)c1ccccc1	i	i	i	i	i	i	0	i	i	i	i
CCCC(=O)Nc1ccc(-c2nc3cc(C)c(C)cc3o2)cc1	i	i	i	i	i	i	-4	i	i	i	i
CCN(C(=O)CSc1nnc(-c2ccncc2)n1Cc1ccccc1)C1CCS(=O)(=O)C1 (centres undefined)	i	i	i	i	i	i	-9	i	i	i	i
CCOc1ccc(C2C(C(=O)C3CC3)N3C=C(C#N)C=CC3C2(C#N)C#N)cc1 (centres undefined)	i	/	i	/	i	i	-16	i	i	i	i
Cc1ccc[n+](C(C)C(=O)c2ccc(-c3ccccc3)cc2)c1 (centres undefined)	i	i	i	i	i	i	-4	i	i	i	i
CCNc1nc(N)nc(Oc2ccc(OCCOc3ccc(Cl)cc3Cl)nn2)n1	i	i	i	i	i	i	-1	i	i	i	i
O=C(COC(=O)/C=C/c1ccccc1[N+](=O)[O-])NCC(F)(F)F	i	i	i	i	i	i	-11	i	i	i	i
Cc1[nH]c2ccccc2c1C(=O)C(=O)N1CCN(c2ccccc2)CC1	i	i	i	i	i	i	-18	i	i	i	i
CC1CCCC(N2CCN(C(=O)c3ccccc3F)CC2)C1 (centres undefined)	i	i	i	i	i	i	-3	i	i	i	i
CNC(=S)N(CCc1c(C)[nH]c2ccc(Cl)cc12)Cc1cc(OC)c(OC)c(OC)c1	i	i	i	i	i	i	-22	i	i	i	i
COC(=O)C1=C(C)N(Cc2ccccc2)C(=NCCCCO)N[C@H]1CCc1ccccc1	i	i	i	i	i	i	-13	i	i	i	i
Cc1cc2n(n1)SC(Nc1ccccc1)N2 (centres undefined)	i	i	i	i	i	i	-4	i	i	i	i
O=S(=O)(Nc1ncccn1)c1ccc(NC(=S)Nc2ccccc2Cl)cc1	i	i	i	i	i	i	-11	i	i	i	i

Next section; it opens with the two that closed the last part.
SMILES	RGS4 block	KCNK3 inh	KCNQ1 inh	TMEM16A act	MrgX1 ag	MrgX1 allo act	hERG protect	KCNQ1 pot	TMEM16A inh	RGS4 pot	KCNK9 block
Cc1cc2n(n1)SC(Nc1ccccc1)N2 (centres undefined)	i	i	i	i	i	i	-4	i	i	i	i
O=S(=O)(Nc1ncccn1)c1ccc(NC(=S)Nc2ccccc2Cl)cc1	i	i	i	i	i	i	-11	i	i	i	i
Cc1cc(C)c2c(N)c(C(=O)c3ccccc3)sc2n1	i	i	i	i	i	i	-3	i	i	i	i
O=C(O)C1=NOC(CNC(=O)c2ccccc2Cl)C1 (centres undefined)	i	i	i	i	i	i	-8	i	i	i	i
N#CC1=C(N)SC(N)=C(C#N)C1CCc1ccccc1	i	i	i	i	i	i	-12	i	i	i	i
CC(C)Oc1ccc(CNC(=O)CCC(=O)N2CC(C)Sc3ccccc32)cc1 (centres undefined)	i	i	i	i	i	i	-14	i	i	i	i
COc1ccc(S(=O)(=O)N2c3cc(C)ccc3OCC2C(C)(C)C)cc1 (centres undefined)	i	i	i	i	i	i	-11	i	i	i	i
CCOC(=O)C1(CCc2ccccc2)CCN(C(=O)c2cccc(C)n2)CC1	i	i	i	i	i	i	-8	i	i	i	i
Cc1cc2cc(CCNC(=O)c3ccc(C)c([N+](=O)[O-])c3)c(=O)[nH]c2cc1C	i	i	i	i	i	i	-12	i	i	i	i
c1ccc2c(c1)Cn1c-2nc2ccccc21	i	i	i	i	i	i	-2	i	i	i	i
Cc1ccc(C(=O)OCC(=O)N2CC(C)CC(C)C2)cc1S(=O)(=O)N1CCCCC1 (centres undefined)	i	i	i	i	i	i	-14	i	i	i	i
C=C(C)Cn1c(SCC(=O)O)nc2c1c(=O)[nH]c(=O)n2C	i	i	i	i	i	i	-13	i	i	i	i
CN(Cc1cnccn1)Cc1nc(Cc2ccccc2Cl)no1	i	i	i	i	i	i	-4	i	i	i	i
COc1ccc(OCc2cc(C(=O)O)c(C)o2)cc1	i	/	i	/	i	i	-6	i	i	i	i
CCCn1nnnc1NCc1ccc(C(C)C)cc1	i	i	i	i	i	i	-13	i	i	i	i
O=C(CSc1nc(-c2ccccc2)c(-c2ccccc2)o1)Nc1nncs1	i	i	i	i	i	i	-4	i	i	i	i
Cc1cc(C)cc(OCc2ccc(C(=O)NC3CCOC3=O)o2)c1 (centres undefined)	i	i	i	i	i	i	-19	i	i	i	i
COc1cc(CNCCNC(=O)c2cccs2)cc(OC)c1OC	i	i	i	i	i	i	-9	i	i	i	i
Brc1ccccc1-n1nnc(-c2ccnc3ccccc23)n1	i	i	i	i	i	i	-3	i	i	i	i
CCCc1[nH]nc2c1C(c1cccc(OC)c1)C(C#N)=C(N)O2 (centres undefined)	i	i	i	i	i	i	-12	i	i	i	i
C=CCNC(=O)C1CC(=O)N(c2ccc(Br)cc2)C1 (centres undefined)	i	i	i	i	i	i	-7	i	i	i	i
CC(=O)C(Sc1ccc2nnc(-c3cccnc3)n2n1)C(C)=O	i	i	i	i	i	i	-14	i	i	i	i
